# P. falciparum M1AAP – malaria alanyl aminopeptidase activity blockers – biochemical, fluorogenic H-Leu-NHMec substrate, 1536-well (AID 1445); one-dose inhibition, % at 30 µM; IC50 in µM for titrated hits; hit rate 0.42% among 220,000; recombinant M1AAP, H-Leu-NHMec fluorogenic kinetic assay; higher % means a stronger effect;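 active means primary inhibition above the hit cutoff, then over 50% inhibition at one or more dose response concentrations, cut at about 23% in these data, passing the limit was not always enough; inconclusive means conflicting primary data, or primary hits not chosen for dose response; inactive means low primary inhibition, or under 50% at every dose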;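 further: plate controls were DMSO full reaction for no effect and no enzyme background for full effect; strong numbers were not always called active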
# LYP inhibition – PTPN22 lymphoid phosphatase activity blockers – biochemical, fluorescence intensity, uHTS (AID 1779); one-dose inhibition, % at 11.5 µM; IC50 in µM for titrated hits; hit rate 0.054% among 290,000; recombinant LYP phosphatase, fluorescence intensity; higher % means a stronger effect;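 further: plate controls were vehicle with enzyme for no effect and no enzyme for full effect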
# TNAP activation fold – human TNAP enzyme activators, primary screen, biochemical, luminescent, no phosphate acceptor, uHTS (AID 1001). one-dose activation fold at 20 µM; EC50 in µM for titrated hits. purified TNAP, luminescent activation assay, no phosphate acceptor; higher activation fold means a stronger effect. hit rate 0.03% among 200,000; in the data active means activation fold from about 3, or a potency from the dose series; inactive means the rest, 99 in 100 with activation fold below about 1.6; further: many of its hits are not listed in these tables
# PMI inhibitors – MPI enzyme activity inhibition – biochemical, fluorescence intensity, coupled assay, primary screen (AID 1209); purified PMI enzyme, coupled fluorescence intensity; higher % means a stronger effect; inhibition, % at 20 µM; hits with a dose series show IC50 in µM; hit rate 0.42% among 190,000;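 further: plate controls were DMSO vehicle for no effect and wells lacking substrate for full effect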
# Myeloid diff 2 – compounds promoting myeloid differentiation; ER-HoxA9 myeloid progenitors, lysozyme-GFP differentiation, flow cytometry; calls only at 10 µM; hit rate 1% among 360,000;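 active means normalized GFP-positive differentiation at or above the plate's own cutoff, the solvent-only control mean plus 3 SD; inconclusive means no clear call, values can overlap the other calls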;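 further: cells exposed to compound for four days before flow analysis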
# XIAP displacement – XIAP antagonists, biochemical, IAP family, fluorescence polarization (AID 1018); XIAP BIR domain, fluorescence polarization peptide displacement; higher % means a stronger effect; displacement, % at 20 µM, or IC50 in µM where a hit was titrated; hit rate 0.007% among 200,000; in the data active means displacement above about 50%; further: a part of the inactive calls stands beside numbers as strong as those of hits
# CSM14.1 death rescue – rescue of cells from ER stress-induced death, primary screen, 384-well, CSM14.1, thapsigargin, ATP luminescence (AID 1222) | cellular ATP content (survival), % at 20 µM, or EC50 in µM where a hit was titrated | 190,000 tested, under 10 active | CSM14.1 thapsigargin-induced death rescue, ATP luminescence; higher % means a stronger effect;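 active means EC50 below 50 µM in the dose-response confirmation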;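 further: death triggered by thapsigargin at about 15 µM added after 2 h compound pretreatment; cell ATP read after overnight thapsigargin exposure of roughly 18 to 22 hours; normalized against plate controls of thapsigargin alone and 5% DMSO vehicle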
# P. falciparum M17LAP – P. falciparum M17LAP inhibitors, primary screen, biochemical, fluorogenic H-Leu-NHMec substrate, 1536-well (AID 1619) | inhibition, % at 30 µM; hits with a dose series show IC50 in µM | recombinant M17LAP, H-Leu-NHMec fluorogenic kinetic assay; higher % means a stronger effect | hit rate 0.38% among 220,000;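 active means compound inhibiting the enzyme by more than half at any dose during confirmatory dose-response retesting; inconclusive means strong single-dose inhibitors picked by rank but not retested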;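 further: plate controls were full reaction with DMSO carrier for no effect and no enzyme background for full effect; strong numbers were not always called active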
# human PMI inhibitors – human PMI inhibitors, high substrate, primary screen, biochemical, fluorescence intensity, high mannose 6-phosphate (AID 1220); hit rate 0.66% among 190,000; inhibition, % at 20 µM; hits with a dose series show IC50 in µM; recombinant PMI enzyme, coupled fluorescence intensity; higher % means a stronger effect
# Myeloid diff 2 GFP+ MAC1+ % – recorded beside Myeloid diff 2, whose call it bears; GFP+ MAC1+ double positive, %; measured here: differentiation confirmed by MAC1 staining
# An asterisk follows results filed as active; i = inactive; ? = inconclusive; . = not tested or not shown. Unless noted, no stated cut-off is given here; in the data, active means inhibition above about 50%; inactive means the rest.
SMILES,P. falciparum M1AAP,LYP inhibition,TNAP activation fold,PMI inhibitors,Myeloid diff 2,Myeloid diff 2 GFP+ MAC1+ %,XIAP displacement,CSM14.1 death rescue,P. falciparum M17LAP,human PMI inhibitors
Cn1c(OCc2ccco2)nc2c1c(=O)n(Cc1ccc(Cl)c(Cl)c1)c(=O)n2C,5%,1%,1.1,9%,i,1.1,-0.5%,-0.8%,0%,5%
O=Cc1sc(=O)n(Cc2cccc(C(=O)O)c2)c1Cl,1%,-8%,.,.,i,0.2,.,.,-5%,.
O=C1NC(NS(=O)(=O)c2ccccc2)(C(F)(F)F)C(=O)N1c1ccc(F)cc1 (stereo not drawn),1%,-9%,0.9,6%,i,0.4,-4.1%,0.1%,-1%,-4%
O=C(/C=C/c1ccccn1)c1cc(Br)ccc1O,2%,-2%,.,.,i,0.0,.,.,1%,.
CCCCC(c1nnnn1CCOC)N1CCN(Cc2ccccc2)CC1 (stereo not drawn),3%,-10%,1.1,-25%,i,0.6,-2.7%,4.0%,0%,-24%
Cc1cc(NC(=O)CSc2nnc(C)c(=O)n2N)no1,4%,-7%,1.2,-13%,i,0.8,-2.0%,-0.1%,-2%,-6%
CCN(CC)c1ccc(NC(=O)c2ccccc2F)cc1S(=O)(=O)Nc1ccccc1OC,10%,6%,1.1,15%,i,1.3,-1.8%,-0.2%,2%,-14%
O=C(NC1CCCCC1)N1CCCCCC1,0%,-3%,1.1,-3%,i,13,-1.9%,-1.6%,-2%,4%
CCc1ccc(-n2c(SCC(=O)Nc3cccc(S(=O)(=O)NC4=NCCCCC4)c3)nc3ccccc3c2=O)cc1,17%,6%,1.1,0%,i,0.6,-11%,-2.8%,14%,0%
O=C(O)CCN1C(=O)/C(=C\c2cccc(OCC(=O)Nc3ccc(Cl)cc3)c2)SC1=S,18%,1%,.,.,i,1.1,.,.,4%,.
C/C(=N/NC(=O)CSc1nc2ccccc2s1)c1ccncc1,0%,-3%,.,.,i,0.3,.,.,2%,.
CCc1ccc(-c2csc(-c3c[nH]c4ccccc34)n2)cc1,9%,-2%,1,14%,i,0.3,-8.6%,-0.3%,-2%,9%
CCN1CCN(c2nc3ccccc3nc2C(C#N)C(=O)OC2CCCCC2)CC1 (stereo not drawn),3%,1%,1,10%,i,1.8,-0.3%,-1.4%,-15%,8%
CC(=O)Nc1ncc(Cc2cccc(Cl)c2)s1,0%,-11%,1.1,10%,i,0.8,-7.3%,2.4%,12%,3%
Cc1cc(C(=O)Nc2c(C)n(C)n(-c3ccccc3)c2=O)c(C)o1,13%,-8%,1.1,8%,i,6.7,-3.0%,-1.6%,1%,6%
O=C1/C(=C/c2cccnc2)Oc2cc(OS(=O)(=O)c3ccccc3)ccc21,9%,5%,1.1,-9%,i,3.2,-6.4%,1.0%,0%,-8%
CC(C)(C)c1ccc(OCC(=O)N2CCCCCC2)c(Br)c1,-3%,12%,0.9,9%,i,0.1,-5.8%,-0.4%,-2%,0%
CCC1CCCCN1C(=O)Cn1c(=O)n(CCC(=O)NCc2ccco2)c(=O)c2sccc21 (stereo not drawn),6%,-4%,1.1,12%,i,5.8,-13%,0.7%,2%,12%
CS/C(=N/S(=O)(=O)c1ccc(C)cc1)c1ccccc1,3%,-12%,1.1,-24%,i,0.2,-0.3%,-1.7%,1%,-33%
O=C1CC(N2CCN(c3ccc(F)cc3)CC2)C(=O)N1c1ccccc1 (stereo not drawn),0%,-6%,1.1,11%,i,0.1,-4.2%,7.4%,-5%,13%
COc1ccc(-n2nc(C(=O)NCc3cc(OC)ccc3OC)c3c4ccccc4n(C)c3c2=O)cc1,2%,-6%,1.1,-6%,i,0.6,-1.4%,-0.3%,3%,-1%
Cc1nc2sccn2c(=O)c1Cl,6%,-5%,1.1,5%,i,6.1,-0.6%,-1.7%,8%,6%
CCCC(c1nnnn1CC1CCCO1)N1CCN(c2cc(Cl)ccc2C)CC1 (stereo not drawn),-19%,1%,1.1,6%,i,0.5,1.0%,2.0%,2%,0%
Cc1ccnc(NC(=O)c2ccc(S(=O)(=O)c3ccccc3)cc2)c1,-1%,-8%,1.4,2%,i,0.1,-4.2%,0.0%,-6%,2%
Cc1ccc(Nc2ncccc2C(N)=O)cc1,4%,-8%,1,2%,i,0.1,-5.0%,-2.8%,30%,4%
Cc1ccc(NC(=O)CSc2ccc(-c3cccnc3)nn2)cc1Cl,0%,-9%,1,-4%,i,0.8,-4.0%,0.7%,-6%,-10%
O=C(O)CCN1C(=O)NC2(CCCC2)C1=O,4%,-7%,1.1,-2%,i,1.0,-4.2%,0.8%,3%,-3%
COc1ccccc1/C=C(/C#N)C(=O)O,5%,-7%,.,.,i,1.1,.,.,9%,.
O=C(C1=NN[C@@H]2C(=O)N(c3cccc(F)c3)C(=O)[C@H]12)c1cnccn1,4%,-2%,.,.,i,0.4,.,.,5%,.
COc1ccc(CNC(=O)CCSCc2cccc(Cl)c2)cc1,-2%,1%,1.1,14%,i,0.4,-24%,-2.3%,6%,5%
COc1ccc(C(CC(=O)NCC(OC)OC)NS(=O)(=O)c2ccc(Cl)cc2)cc1 (stereo not drawn),6%,-9%,1.1,-2%,i,0.5,-3.5%,-0.9%,4%,-1%
CC1(C)CC(=O)C2=C(C1)C(c1cn(-c3ccccc3)nc1-c1ccccc1)C(C#N)=C(N)O2 (stereo not drawn),7%,8%,1.1,16%,i,0.3,-2.6%,-1.8%,0%,7%
COc1cc(NC(=O)c2ccco2)c(OC)cc1NC(=O)CSc1ncc(-c2ccc(F)cc2)[nH]1,14%,11%,0.8,7%,i,1.0,-5.2%,-0.8%,1%,-1%
OC(COCCOc1ccc(Br)cc1)CN1CCCCC1 (stereo not drawn),4%,-2%,1,-13%,i,0.5,-6.6%,-1.5%,-7%,-8%
O=C(/C=C\c1ccc(-c2cccc([N+](=O)[O-])c2)o1)N1CCOCC1,14%,4%,1,-6%,i,0.2,-4.2%,-0.3%,24%,-4%
Cc1cc(C)nc(/N=C2\NC(=O)CC(C(=O)O)N2c2ccc(C)c(C)c2)n1 (stereo not drawn),1%,-8%,1.1,2%,i,0.1,1.2%,-0.4%,-12%,3%
CC(C)Cc1ccc(C(C)C(=O)N2CCOCC2)cc1 (stereo not drawn),-5%,0%,1.1,11%,i,0.8,1.9%,-3.1%,-6%,6%
CSCCC(NC(=O)OC(C)(C)C)C(=O)Oc1ccc2c(=O)c(-c3ccc4c(c3)OCCO4)coc2c1 (stereo not drawn),12%,9%,1,5%,i,0.4,-4.4%,-1.7%,-10%,-3%
CNC(=O)c1ccccc1Sc1ccccc1C#N,-8%,-3%,1.1,-13%,i,0.3,-6.6%,-1.3%,-14%,-6%
Cn1ccc(NC(=O)Nc2ccc(Cl)cc2)n1,-2%,-10%,.,.,i,0.3,.,.,7%,.
O=C(COc1ccccc1)Nc1ccc(NC(=O)c2ccco2)cc1,-2%,0%,1.2,-4%,i,0.6,-4.6%,.,20%,-11%
COc1cccc(-c2nc(-c3cccs3)no2)c1,-1%,-13%,.,.,i,0.1,.,.,-2%,.
COC(=O)c1sc(-c2ccccc2)cc1NC(=O)c1cc(OC)cc(OC)c1,3%,0%,1.2,20%,i,0.9,-7.1%,-1.1%,-8%,34%
COc1ccc(/C=C(\NC(=O)c2ccco2)C(=O)NCCc2nc3ccccc3[nH]2)cc1,4%,-4%,.,.,i,0.1,.,.,2%,.
Cc1ccc(CSCCNC(=O)c2ccc(C)cc2)cc1,5%,-5%,1.1,4%,i,0.3,-4.9%,-1.3%,-5%,10%
CC(C)(C)NC(=O)COC(=O)c1ccccc1Nc1ccc(SC(F)F)cc1,15%,2%,1.1,22%,i,0.7,-6.1%,-3.1%,4%,12%
O=C(Nc1nnc(SCc2ccccc2)s1)c1cccs1,-2%,-6%,1.1,-2%,i,1.1,-5.4%,-2.6%,-2%,-10%
COC(=O)CSC1=C(C#N)C(c2ccccc2OC)C(C(=O)OC)C(=O)N1 (stereo not drawn),15%,2%,1,-5%,i,0.7,-1.6%,-0.4%,-8%,-5%
COC(=O)c1cccc(NC(=O)CSc2nc(=O)cc(N)n2-c2ccccc2)c1,3%,-6%,1.1,6%,i,1.8,-5.7%,-0.9%,11%,-1%
O=C(CSc1nc2cc(Cl)ccc2s1)N1CCN(C(=O)c2ccco2)CC1,3%,1%,1.1,-1%,i,1.0,-17%,-1.7%,10%,-13%
COc1ccc(CC2(CO)CCN(Cc3ccc4nsnc4c3)CC2)cc1,1%,-6%,1.1,6%,i,0.1,-4.0%,-0.7%,4%,8%
COc1cc2c(OC(C)=O)c3c(c(-c4ccc5c(c4)OCO5)c2cc1OC)C(=O)OC3,2%,-8%,1,20%,?,.,-8.4%,-3.8%,4%,12%
CC(C)CNC(=S)NNC(=O)c1nn(C)cc1Cl,-4%,-8%,2.9,5%,i,0.7,-16%,0.8%,-1%,3%
CN1CCN(NC(=O)CSc2ccc(Cl)cc2Cl)CC1,10%,-3%,1.1,-2%,i,0.1,-2.6%,-1.1%,21%,4%
COc1ccccc1N1CCN(C(=O)c2cc(C3CC3)on2)CC1,-2%,4%,1.1,9%,i,1.6,-2.3%,.,-1%,9%
CSc1ccccc1C(=O)Nc1ccccc1C(=O)N1CCCC1,8%,-4%,1.1,11%,i,0.1,-20%,0.5%,0%,6%
CC(C)(C)C(=O)OCc1nc(-c2ccc(Cl)cc2)cs1,-2%,-6%,.,.,i,0.5,.,.,-4%,.
CCOC(=O)N1CCC(NC(=O)c2cc(S(=O)(=O)N3CCC4(CC3)OCCO4)ccc2F)CC1,1%,2%,1.1,-4%,i,7.9,-2.4%,-1.1%,-7%,-6%
Cc1ccc(NC(=O)c2cc(C)nn2-c2ccccc2)cc1,-10%,0%,1.1,1%,i,1.4,-3.0%,1.5%,-38%,-6%
C/C(CC(=O)Nc1ccc(Cl)cc1C(F)(F)F)=N\NC(=O)c1cccs1,-2%,-4%,.,.,i,1.0,.,.,7%,.

# Among those listed so far, 3 contain an NH in an aromatic ring.
SMILES,P. falciparum M1AAP,LYP inhibition,TNAP activation fold,PMI inhibitors,Myeloid diff 2,Myeloid diff 2 GFP+ MAC1+ %,XIAP displacement,CSM14.1 death rescue,P. falciparum M17LAP,human PMI inhibitors
CCc1ccc(-c2csc(-c3c[nH]c4ccccc34)n2)cc1,9%,-2%,1,14%,i,0.3,-8.6%,-0.3%,-2%,9%
COc1cc(NC(=O)c2ccco2)c(OC)cc1NC(=O)CSc1ncc(-c2ccc(F)cc2)[nH]1,14%,11%,0.8,7%,i,1.0,-5.2%,-0.8%,1%,-1%
COc1ccc(/C=C(\NC(=O)c2ccco2)C(=O)NCCc2nc3ccccc3[nH]2)cc1,4%,-4%,.,.,i,0.1,.,.,2%,.
